CHOP inh – inhibitors of CHOP promoter induction, primary screen, cell-based, unfolded protein response, luciferase reporter | 220,000 compounds, 3.8% hits | inhibition, % at 10 µM | CHO-K1 CHOP-promoter luciferase, tunicamycin-induced, 15-18 h | AID 2732, 2010;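 active = compounds that reduced the stress-induced luciferase reporter signal by more than about 70% of percent inhibition, limit read from the data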;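 also: 0% = tunicamycin plus vehicle and 100% = wells without tunicamycin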
NPY2 pot ag – NPY-Y2 potentiators or agonists, primary screen, cell-based. Neuropeptide Y receptor type 2 (Homo sapiens), P49146. cells expressing NPY-Y2, potentiator/agonist read-out. activation, % at 3.6 µM. 220,000 compounds, 0.45% hits. AID 1359, 2008; in the data active = activation above about 27%;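 also: cells stimulated with NPY near EC25 plus isoproterenol at EC100; 0% = vehicle plus submaximal agonist and 100% = vehicle plus saturating agonist; some results beyond the cut were filed as inactive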
Target sequence (P49146 whole entry, looked up): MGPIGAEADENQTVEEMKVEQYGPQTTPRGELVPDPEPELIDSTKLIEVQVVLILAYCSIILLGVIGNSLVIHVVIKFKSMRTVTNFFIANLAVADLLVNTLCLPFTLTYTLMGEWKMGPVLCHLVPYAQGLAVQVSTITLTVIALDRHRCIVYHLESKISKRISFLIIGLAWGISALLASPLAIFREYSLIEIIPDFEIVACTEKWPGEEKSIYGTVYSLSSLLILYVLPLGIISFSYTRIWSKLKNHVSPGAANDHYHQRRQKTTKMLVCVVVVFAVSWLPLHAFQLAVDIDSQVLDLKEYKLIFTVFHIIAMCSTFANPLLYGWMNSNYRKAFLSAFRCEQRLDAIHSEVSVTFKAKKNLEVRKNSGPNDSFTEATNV
NPY-Y1 antag – NPY-Y1 receptor antagonists, primary screen, cell-based; inhibition, % at 3.6 µM; Neuropeptide Y receptor type 1 (Homo sapiens), P25929; HEK293-CNG Y1 cells, membrane potential fluorescence; NPY at EC95, then isoproterenol; 200,000 compounds, 1% hits;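 active = inhibition above the campaign mean inhibition of all tested compounds plus 3 SD, cut at about 20% in these data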;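 also: 0% = DMSO wells given NPY plus isoproterenol and 100% = isoproterenol alone without NPY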
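Material: HEK293 cells co-expressing NPY Y1 receptor and cyclic-nucleotide gated channel. Timing: compound incubation 1 h at room temperature, readout 45 min post-stimulation. Signal: fluorescence, membrane potential probe.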
S1P4 agonist – S1P4 receptor agonists, primary screen, cell-based | 220,000 compounds, 0.35% hits | Sphingosine 1-phosphate receptor 4 (Homo sapiens), O95977 | activation, % at 4.98 µM | S1P4-expressing cell line, agonist reporter assay; in the data active = activation above about 11%;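 also: 0% = DMSO vehicle and 100% = reference agonist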
Target sequence (O95977 whole entry, looked up): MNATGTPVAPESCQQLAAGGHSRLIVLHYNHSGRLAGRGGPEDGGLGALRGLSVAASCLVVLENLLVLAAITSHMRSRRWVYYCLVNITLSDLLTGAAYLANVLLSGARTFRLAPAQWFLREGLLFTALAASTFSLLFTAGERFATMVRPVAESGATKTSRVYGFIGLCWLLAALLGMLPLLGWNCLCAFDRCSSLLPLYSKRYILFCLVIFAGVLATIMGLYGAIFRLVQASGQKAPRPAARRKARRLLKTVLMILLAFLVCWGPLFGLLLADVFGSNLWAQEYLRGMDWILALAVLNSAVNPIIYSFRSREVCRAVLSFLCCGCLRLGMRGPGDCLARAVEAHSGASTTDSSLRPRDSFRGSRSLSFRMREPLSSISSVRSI
NPY1 pot ag – NPY-Y1 receptor potentiators or agonists, primary screen, cell-based; NPY-Y1 expressing cells, potentiator/agonist activation; activation, % at 3.6 µM; 220,000 compounds, 0.37% hits; AID 1304, 2008; in the data active = activation above about 33%, passing the limit was not always enough;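 also: cells stimulated with NPY at EC10 then isoproterenol at EC100; 0% = low agonist plus stimulus and 100% = saturating agonist plus stimulus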
NCF1 inh – p47phox/p22phox peptide binding inhibitors, primary screen, biochemical, uHTS, NADPH oxidase regulatory subunit. Neutrophil cytosol factor 1 (Homo sapiens), P14598. fluorescence polarization, 2 h. inhibition, % at 24.7 µM. 220,000 compounds, 0.53% hits;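 active = inhibition above about 30%, limit read from the data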;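 also: 0% = p47phox with labelled peptide and 100% = labelled peptide alone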
S1P4 antagonist – S1P4 receptor antagonists, primary screen, cell-based | Sphingosine 1-phosphate receptor 4 (Homo sapiens), O95977 | S1P4-expressing cells, antagonist mode, reporter read-out | inhibition, % at 4.98 µM | 220,000 compounds, 0.26% hits; in the data active = inhibition above about 29%;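 also: 0% = wells stimulated with agonist and 100% = vehicle wells without agonist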
Ba/F3 V617F tox – reduced viability of JAK2V617F-dependent Ba/F3 cells, primary screen, JAK2V617F inhibitor project, cell-based, Ba/F3 EpoR-JAK2V617F, luminescence; inhibition, % at 5.6 µM; ATP luminescence; AID 1446, 2008; 220,000 compounds, 1.1% hits;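 active = inhibition above the campaign mean plus 3 SD over all tested compounds, cut at about 24% in these data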;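 also: cytokine-independent growth of Ba/F3 cells driven by EpoR plus mutant JAK2; 0% = DMSO-treated cells and 100% = JAK inhibitor I control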
BaF3 tox – parental Ba/F3 cell viability inhibition, counter-screen for JAK2V617F inhibitor project, murine pro-B, CellTiter-Glo luminescence | CellTiter-Glo ATP luminescence | inhibition, % at 5.6 µM | 220,000 compounds, 1.1% hits | AID 1486, 2009;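 active = inhibition above a per-campaign cutoff, the mean inhibition of all tested compounds plus 3 SD, cut at about 27% in these data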;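 also: 0% = DMSO wells and 100% = JAK Inhibitor I control wells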
The depositor's hits bear a star; . = not tested or not shown.

Results follow in this order: CHOP inh, NPY2 pot ag, NPY-Y1 antag, S1P4 agonist, NPY1 pot ag, NCF1 inh, S1P4 antagonist, Ba/F3 V617F tox, BaF3 tox
O=C(O)CCSc1nnc(-c2cccnc2)n1-c1ccccc1
    2, 5, -1, 0.1, 3, -12, -5, -6, 0
S=C(Nc1cccnc1)Nc1cccc2cnccc12
    18, -4, 8, 0.8, -3, -6, -5, 7, 11
COCCn1c(C)cc(C(=O)CSc2cc(C)c3ccccc3n2)c1C
    17, 3, 8, 0.2, -3, -17, 14, 1, 6
CN(C)CCOCCOc1ccc(Cl)cc1Br
    3, -30, 5, -1.5, -21, 2, -21, 7, 14
CSc1nc(N)n2nc(-c3ccc(Cl)cc3)cc2n1
    -24, 3, ., 1.0, 21, -14, -5, -2, 0
CCN(CC)C(=O)CSc1nc(N)c(-c2ccccc2)c(=O)[nH]1
    24, 9, 1, 0.2, 11, 9, 2, -3, 0
CN1/C(=C\C=[N+](C)c2ccccc2)C(C)(C)c2ccccc21
    37, 12, 7, -3.7, -31, -43, -5, 75*, 66*
Cc1cc(C)nc(SCc2nnc(SCC(=O)Nc3ccccc3C)n2Cc2ccco2)n1
    34, -13, 4, 0.5, -28, -27, -21, -1, 4
CC(C)(C)NC(=O)COC(=O)CCC(=O)c1cccs1
    3, 2, 6, 0.4, -11, 0, -26, 0, 7
COc1cccc(NC(=O)CNS(=O)(=O)c2ccc(Cl)cc2)c1
    2, -4, 1, -0.2, -8, 3, -4, 2, 3
CCOc1ccc(NC(=S)NC(=O)c2c(Cl)c(C)nn2C)c([N+](=O)[O-])c1
    73*, 1, 7, 0.9, -7, -3, -11, 3, 7
CCn1ncc(Br)c1C(=O)Nc1ncc(C)s1
    4, 2, 0, 11, 23, -7, -7, -3, 6
C=CCN1C=CC(=C/C=C(/C#N)C(=O)OCC)C=C1
    6, 3, -1, -0.1, -3, -25, -14, -1, 8
CCc1nnc(NS(=O)(=O)c2ccc(NC(=O)/C=C/c3ccc(F)cc3)cc2)s1
    -9, 4, -2, 1.9, 20, -33, -8, -1, 7
O=C1CN(C(=O)COc2ccc(F)cc2Br)c2ccccc2N1
    -8, -11, 1, 1.9, 7, -10, 3, 2, 7
Cc1c(N=c2scc(-c3ccccc3)n2C)c(=O)n(-c2ccccc2)n1C
    30, 3, -2, 0.7, 21, -3, -20, 2, 9
CC(=C/c1ccccc1)/C=N/n1cnnc1
    4, 8, 3, -1.4, 3, -14, -12, 2, 2
CCc1nnc(NC(=O)c2c(OC)cccc2OC)s1
    13, 1, 6, -0.2, 1, -7, -2, -3, 3
Cc1ccc2nc(Nc3nc(CSc4nc5ccccc5s4)cc(=O)[nH]3)nc(C)c2c1
    44, 2, -2, 1.6, -8, 7, -7, -4, 4
Cc1cc(C)c(S(=O)(=O)CCC(C)C)c(=O)[nH]1
    -11, 10, -1, 0.6, -2, 2, -10, -3, 5
O=C(CN1CCCN(Cc2ccc(F)cc2Cl)C1=O)NC1CCCC1
    21, 4, 3, 0.2, 13, -2, 3, 0, 6
O=C(Cc1ccccc1)N/N=C/c1ccc2cccc(O)c2n1
    21, 11, -1, 3.7, 2, -11, 5, -2, 1
Cc1cnc(C(=O)OCC(=O)N(C(C)C)C(C)C)cn1
    -11, 12, 0, 0.7, 3, -19, 0, -3, -2
CCn1c(CC(=O)Nc2ccc(C)c(Cl)c2)nnc1SCc1ccc(Cl)c(Cl)c1
    9, -9, 7, -1.1, -2, -5, 2, -6, 2
O=C(CSc1nc2[nH]ncc2c(=O)n1-c1ccccc1)c1ccc2c(c1)OCCO2
    22, 11, 2, -0.9, -11, -11, -7, -1, 1
Cc1cccc(C)c1OCC(O)CN(Cc1ccccc1O)C1CCCCC1 (stereo not given)
    85*, -14, 12, 2.5, -22, -7, -13, 2, 3
CCOc1ccc(-c2nc(N)ncc2-c2ccc(OC)cc2)c(O)c1
    44, -11, 16, -1.6, -31, -3, 3, 3, 2
CC(C)(C)NC(=O)COC(=O)CCC(=O)c1ccc(Cl)cc1
    -23, -17, 13, 0.6, -18, -1, -1, -3, 1
CCN(CC(=O)NCc1ccc(Cl)cc1)S(=O)(=O)c1ccc(NC(C)=O)cc1
    14, 9, 5, 2.3, -10, -1, -13, 3, 4
Cc1ccc(S(=O)(=O)NCc2ccc(C(=O)NCc3cccnc3)cc2)cc1
    6, -3, 9, -0.9, 0, -19, -16, -2, 3

Other structures
Results follow in this order: CHOP inh, NPY2 pot ag, NPY-Y1 antag, S1P4 agonist, NPY1 pot ag, NCF1 inh, S1P4 antagonist, Ba/F3 V617F tox, BaF3 tox
CC1CC(C)CN(S(=O)(=O)c2ccc3c(c2)n(C)c(=O)c(=O)n3C)C1 (stereo not given)
    -24, 17, ., -0.9, 14, 11, -3, -5, 1
CN1CCN(C(=O)c2cnn3c2NC(c2ccccc2)CC3C(F)(F)F)CC1 (stereo not given)
    -7, -3, 8, 0.1, -18, 5, -15, 5, 1
Cc1cccc2sc(NC(=O)CCNS(=O)(=O)c3cccs3)nc12
    51, 4, -2, 0.5, 27, -1, -32, -2, 5
CC(C)(C)S(=O)(=O)/C(C#N)=N/Nc1ccc(S(N)(=O)=O)cc1
    12, 4, -2, -0.3, -12, -3, -10, -1, 4
CC1CCN(C(=O)C2CCN(S(=O)(=O)c3cccc4nonc34)CC2)CC1
    15, -6, -5, 0.0, -2, -13, -30, 1, -1
CCc1noc(C)c1C(=O)Nc1sc(C(=O)N(C)C)c(C)c1C(=O)OC
    -3, -6, 4, 0.7, 5, -48, -10, -1, 0
O=C(NC(=S)Nc1ccc(N2CCCC2)cc1)c1ccccc1[N+](=O)[O-]
    -9, 9, 2, 1.7, 13, 4, -14, 0, 3
CCN(CC)CCSc1nnc2c3ccccc3n(Cc3ccccc3)c2n1
    26, -32, ., 1.1, -3, -3, -19, 29*, 49*
COc1cccc(C2CC(c3cccc(Br)c3)n3nc(N)nc3N2)c1 (stereo not given)
    -5, 16, 4, 0.2, 8, -9, -9, 5, 9
COc1ccc(NC(=O)[C@@H]2[C@@H]3C(=O)N(C4CCCCC4)C(=O)[C@@H]3C3c4ccccc4C=CN32)cc1 (stereo not given in full)
    -8, 3, 4, -0.2, 8, -31, -3, -1, 1
COC(=O)N/N=C/c1sc(N2CCCCC2)nc1-c1cccs1
    5, 8, 2, 1.2, -7, -32, -2, 2, 10
CCOC(=O)C1=NN(c2ccc(Cl)cc2)C(=O)C1
    -3, 2, ., 1.4, 3, -8, -5, -1, 0
O=C1CC(Nc2ccccc2)C(=O)N1CCc1ccccc1 (stereo not given)
    -7, -21, 2, -1.3, -7, -9, -9, -1, 5
CCOCCCNC(=O)c1ccc(NC(C)=O)cc1
    -25, 1, 7, -0.2, -2, -6, 1, -1, 3
O=C1C2CCCN2C(c2ccc(F)cc2)N1c1cccc(Cl)c1 (stereo not given)
    61, -3, 4, -1.1, 2, -19, 2, 4, 6
N=c1nc(SCCC(=O)O)ss1
    53, 1, 0, 0.7, -10, -4, -15, 3, 5
Cc1nc2ccc(Cl)cc2c(-c2ccccc2F)c1CC(=O)O
    -2, -1, 8, -0.1, 3, -9, -7, 0, 9
COCCCn1c(SCC(=O)NC2CCCC2)nnc1-c1ccco1
    1, -1, -1, 2.4, -25, 1, -15, -3, 0
Cc1ccc(-n2nnc3c(=O)n(CC(=O)NCC4CCCO4)cnc32)cc1 (stereo not given)
    2, 8, 1, -1.4, 3, 2, -8, -1, 3
COc1ccc(N(CC(O)Cn2cnc3ccccc32)S(=O)(=O)c2ccc(C)cc2)cc1 (stereo not given)
    16, 1, 0, 3.7, -11, -9, 8, 1, 5
CN1CC(=O)NC1=NC(=O)C12CC3CC(CC(C3)C1)C2
    22, -1, 0, -0.9, 23, -6, 0, 0, 1
Cc1cccc(N=C2NC(=O)c3cc([N+](=O)[O-])ccc32)c1
    -2, 5, -1, 1.1, 11, -8, -7, 2, 7
CCN(CC)CCC(C)OC(c1ccccc1)c1ccccc1 (stereo not given)
    25, -4, 3, 0.4, 12, -4, -22, -2, 7
COc1ccc2[nH]c(=O)c(CN(Cc3cccnc3)C(=O)Nc3ccccc3)cc2c1
    ., -7, 4, -1.5, -18, ., -4, 6, 6
COc1cc(C(=O)OCCC(C)C)cc(OC)c1O
    5, 20, ., -1.1, 16, -19, -5, -6, 3
Cc1ccc(C(=O)N2CCN(c3ccc(C(F)(F)F)cn3)CC2)c(C)c1
    60, -28, -5, 2.5, -18, 4, -6, 5, 7
CCC(CC)C(=O)Nc1cccc(C(=O)Nc2ccc(S(N)(=O)=O)cc2)c1
    14, 2, 0, -2.8, -3, -1, -28, 5, 9
CCOC(=O)N1CCC(NC(=O)CSCc2nc(-c3sccc3C)oc2C)CC1
    55, 7, 2, -1.5, -7, -5, -10, -3, 6
COc1cc(CNCc2ccccc2)cc(Cl)c1OC
    25, -3, 4, 1.5, -5, -8, -2, 3, 7
Cc1ccc(S(=O)(=O)N2CCCCC2)cc1NC(=O)COC(=O)C1=COCCO1
    49, 12, -5, -0.9, 9, -6, 5, -2, -1
O=C(NN=C1c2ccccc2-c2ccccc21)c1ccccn1
    54, -18, 10, -2.1, -17, -18, -1, 4, 3

Random excerpt: 3 entries already listed, in no set order.
Results follow in this order: CHOP inh, NPY2 pot ag, NPY-Y1 antag, S1P4 agonist, NPY1 pot ag, NCF1 inh, S1P4 antagonist, Ba/F3 V617F tox, BaF3 tox
Cc1ccc2nc(Nc3nc(CSc4nc5ccccc5s4)cc(=O)[nH]3)nc(C)c2c1
    44, 2, -2, 1.6, -8, 7, -7, -4, 4
COc1cccc(NC(=O)CNS(=O)(=O)c2ccc(Cl)cc2)c1
    2, -4, 1, -0.2, -8, 3, -4, 2, 3
CCOCCCNC(=O)c1ccc(NC(C)=O)cc1
    -25, 1, 7, -0.2, -2, -6, 1, -1, 3

High-throughput results deposited in PubChem by several laboratories.
